# From PubChem BioAssay
# Vif imaging = HIV Vif inhibition. HEK293T cells, Vif self-association by quenched fluorescence, imaging, 24 h. inhibition, % at 7.49 µM. AID 602346. 0.35% of 340,000 active; in the data active means inhibition above about 50%, passing the limit was not always enough; further: some results filed as inactive read as strong as hits
# Peg3 promoter = Peg3 promoter activity inhibition; inhibition, % at 20 µM; HeLa PEG-Prom luciferase reporter, luminescence, overnight; 1.7% of 360,000 active;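 active means inhibition of at least 50% at 20 µM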
# CF NFkB inh = blocks PAF-induced NF-kB reporter in cystic fibrosis cells; KKLEB NF-kB-GFP reporter, GFP fluorescence overnight; 0.86% of 360,000 active; AID 588850; inhibition, % at 5 µM;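 active means at least 50% inhibition at 5 µM, scaled per plate between neutral and stimulator controls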;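 further: PAF is a Pseudomonas aeruginosa culture filtrate used as stimulus; plate controls were PAF-stimulated DMSO wells for no effect and unstimulated DMSO wells for full effect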
# Shn3 3UTR inh = Schnurri-3 reporter inhibition in Clone20 osteoblasts. Clone20 osteoblast Shn3 3'UTR firefly luciferase, 24 h. inhibition, % at 12.5 µM. 0.52% of 360,000 active;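 active means mean inhibition of at least 75% with every replicate also reaching 75%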;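 further: 0% = median of neutral control wells and 100% = pilot-screen positive control compound; some compounds past the cut are filed as inactive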
# NR2E3 ag-1 = activates human photoreceptor nuclear receptor NR2E3; AID 2300; GST-NR2E3/biotin-RetCOR TR-FRET, 1536-well; inhibition of corepressor binding, % at 4.78 µM; 0.12% of 320,000 active; Q9Y5X4;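 active means percent inhibition above the cutoff of mean plus 3 SD of all tested compounds, set per screening campaign, cut at about 20% in these data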;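 further: 0% = DMSO wells and 100% = biotin wells as full block of FRET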
# Target sequence (Q9Y5X4 whole entry, looked up): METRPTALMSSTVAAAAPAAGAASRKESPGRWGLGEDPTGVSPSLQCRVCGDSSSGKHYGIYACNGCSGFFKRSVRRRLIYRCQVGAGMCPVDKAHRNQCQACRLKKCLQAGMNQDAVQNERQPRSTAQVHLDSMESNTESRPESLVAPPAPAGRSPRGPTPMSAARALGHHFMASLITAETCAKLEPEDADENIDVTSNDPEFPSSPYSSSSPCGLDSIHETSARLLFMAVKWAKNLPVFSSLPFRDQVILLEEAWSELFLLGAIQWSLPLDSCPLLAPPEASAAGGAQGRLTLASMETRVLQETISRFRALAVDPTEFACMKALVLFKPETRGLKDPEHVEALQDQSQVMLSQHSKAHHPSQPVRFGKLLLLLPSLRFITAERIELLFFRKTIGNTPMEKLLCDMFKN
#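 Test system – NR2E3–RetCOR corepressor complex · Quantity – NR2E3 fusion 1.35 nM · Buffer or medium – Tris pH 7.5 · Incubation – Compound–protein incubation for 5 h at 4 °C · Technique – TR-FRET, Eu(K)-anti-GST donor, streptavidin-D2 acceptor, ex 340, em 617/671 nm · Evaluation – percent inhibition of 671/617 nm emission ratio versus biotin and DMSO controls · Plate – 1536-well format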
# CaV13 FRET inh = Disruptors of the CACNA1D IQ motif to Ca2+-dependent inactivation inhibitor domain association, primary screening, Förster resonance energy transfer in intact living …. HEK cells, CFP/YFP FRET ICDI-IQ, plate reader, 10 min; percent FRET-ratio fall versus neutral wells. inhibition, % at 12.3 µM. 0.098% of 340,000 active. AID 743397;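 active means mean replicate inhibition of at least 30% and at least 1% of replicates passing that level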;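 further: 0% = median of the neutral control wells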
# KKLEB cytotox = counter-screen for CF NF-kB inhibitors: cytotoxicity | KKLEB CF airway cells viability, ATPlite luminescence, overnight; stronger effect = lower value; cells stimulated with P. aeruginosa culture filtrate | activity change (cytotoxicity), % at 5 µM | 0.36% of 360,000 active | AID 602141;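 active means corrected activity change at or below -50% at 5 µM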
# TRPM1 prom inh = inhibitors of MITF-driven TRPM1 promoter in melanoma cells | AID 488899 | SK-MEL-5 TRPM1 promoter luciferase, 24 h | inhibition, % at 12.5 µM | 0.83% of 330,000 active;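 active means mean inhibition across replicates of 60% or more, whatever share of single replicates reaches that level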; further: values of inactives mirror those of a sister screen read the other way
# HIF-2a inh = HIF-2a inhibition. 0.72% of 360,000 active. inhibition, % at 18.8 µM. 786-0 RCC cells HIF-2a reporter, luciferase luminescence, overnight;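 active means inhibition of the luminescence signal of 40% or more relative to plate controls, in a single-dose primary screen at 18.75 µM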
# PDI inh = blocks human protein disulfide isomerase activity. P07237. PDI insulin aggregation turbidity, A650, 90 min. inhibition, % at 10 µM. 0.052% of 350,000 active;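 active means mean inhibition across replicates of 30% or more, whatever share of single replicates reach that level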;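 further: absorbance from insulin aggregation driven by PDI reduction with DTT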
# Target sequence (P07237 whole entry, looked up): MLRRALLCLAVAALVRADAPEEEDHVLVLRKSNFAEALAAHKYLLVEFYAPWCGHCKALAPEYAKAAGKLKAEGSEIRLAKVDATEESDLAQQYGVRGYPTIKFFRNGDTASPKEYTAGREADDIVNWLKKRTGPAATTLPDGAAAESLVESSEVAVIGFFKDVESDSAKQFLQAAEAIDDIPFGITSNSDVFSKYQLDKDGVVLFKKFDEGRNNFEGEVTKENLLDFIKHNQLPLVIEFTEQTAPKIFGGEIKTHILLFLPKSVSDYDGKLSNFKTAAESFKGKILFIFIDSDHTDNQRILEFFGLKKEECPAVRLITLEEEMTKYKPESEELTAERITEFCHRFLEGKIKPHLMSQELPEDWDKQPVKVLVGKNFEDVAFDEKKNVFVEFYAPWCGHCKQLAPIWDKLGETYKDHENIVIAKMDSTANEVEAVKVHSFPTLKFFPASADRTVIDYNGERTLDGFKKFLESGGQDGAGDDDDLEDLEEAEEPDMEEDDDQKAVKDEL
# NR2E3 ag-2 = human photoreceptor-specific nuclear receptor agonism. CHO-S Gal4-NCOR/VP16-NR2E3 two-hybrid, luciferase. inhibition of corepressor binding, % at 3.98 µM. 0.35% of 360,000 active. AID 602229;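 active means inhibition above the mean of all tested compounds plus 3 SD, cut at about 70% in these data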;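 further: 0% = DMSO with NR2E3 transfected cells and 100% = cells lacking NR2E3 construct; higher means lower luciferase signal from less NR2E3 corepressor binding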
# The depositor's hits bear a star; / = not tested or not shown.
Compound	Vif imaging	Peg3 promoter	CF NFkB inh	Shn3 3UTR inh	NR2E3 ag-1	CaV13 FRET inh	KKLEB cytotox	TRPM1 prom inh	HIF-2a inh	PDI inh	NR2E3 ag-2
CC(=O)c1sc(N/N=C\c2c(O)ccc3ccccc23)nc1C	-30	-172	-22	-84	6	-18	1	-21	-266	0	-34
CCCCCOC(=O)c1ccc(N2C(=O)C3C4C=CC(C4)C3C2=O)cc1 (configuration not stated)	0	4	6	1	0	/	0	-11	-5	15	-33
CCN(CC(=O)Nc1ccccc1C(F)(F)F)C(=O)c1ccccc1OCc1ccc(F)cc1	-14	26	18	35	/	-6	-3	9	-3	1	-6
CCCC(=O)Nc1cc(C)c(NC(=O)c2ccccn2)cn1	-4	-47	-16	-25	4	-4	-5	-20	-117	-6	4
CNc1cnc(-c2ccc(C(=O)N3CCOCC3)cc2)cn1	/	-38	-4	-29	/	-6	0	/	-71	2	-44
Cc1cc(NS(=O)(=O)c2ccccc2)c(C)c(Cl)c1O	-2	20	-4	15	0	-4	-20	3	12	14	23
CC(NC(=O)Cc1cccs1)C(c1cccs1)N1CCN(c2ccccc2F)CC1 (configuration not stated)	/	12	-11	-4	0	-6	6	-6	6	-3	17
CCc1ccc2cc(C)cc(C)c2n1	-2	-12	-14	-7	/	-10	9	/	15	/	6
C=CCNC(=S)NNC(=O)c1cccn(Cc2cccc(Cl)c2)c1=O	3	12	-6	2	2	/	6	-2	20	2	-8
Cc1ccc(SCc2c(C(=O)N/N=C/c3cccs3)nnn2-c2nonc2N)cc1	-10	4	19	-5	/	-14	-14	/	10	-10	5
CCNC(=O)COC(=O)/C=C/c1cccs1	5	-8	-6	-6	4	3	2	5	6	-5	6
CCOC(=O)/C(=N\Nc1ccccc1[N+](=O)[O-])c1csc(N)n1	5	-7	0	12	-2	-8	-6	5	-19	-26	3
CN(C)S(=O)(=O)c1ccc(N2CCCC2)c(C(=O)Nc2ccccc2Br)c1	10	19	4	3	1	-6	-2	2	11	8	-8
Cn1c(=O)c2c(nc(NCCc3ccccc3)n2Cc2ccccc2)n(C)c1=O	-17	13	1	71	1	-4	4	-9	-21	6	-28
CCOC(=O)c1[nH]c2ccc(C)cc2c1N=CN(CC)CC	-7	-47	-11	7	-1	-3	3	-7	-51	8	-10
COc1ccc(C(=O)Cn2c(NCCCO)nc3ccccc32)cc1	8	-2	-14	8	/	-5	-16	/	1	3	9
C=CCc1ccc(OCc2ccc(C(=O)OC)o2)c(OC)c1	2	-162	-1	-21	4	-5	4	-21	-14	-5	-174
CCOC(=O)C[C@H]1c2cc(C(F)(F)F)ccc2S(=O)(=O)N1Cc1ccccc1	-5	5	17	-2	2	-5	-20	1	-13	4	-22
COc1ccc([N+](=O)[O-])cc1NC(=O)COC(=O)Cc1cc(OC)c(OC)c(OC)c1	5	24	3	1	2	-15	-8	0	10	-6	-20
C#CCN(C[C@@H]1[C@@H](OC(=O)NCCCCCC)[C@@H](OC(=O)NCCCCCC)Cn2c(=O)ccc(=O)n21)S(=O)(=O)c1ccc(C)cc1	-20	98*	87*	81	/	-7	-89*	/	95*	9	6
Cc1ccc(NC(=O)c2sc3nc(N4CCOCC4)c4c(c3c2N)CCCC4)cc1	-7	-85	-8	-15	/	-11	10	/	-108	-1	-34
CCOC(CNC(=O)c1[nH]c(C(F)(F)F)nc1-c1ccccc1)OCC	5	4	-14	-11	/	-10	3	/	5	/	9
COCCn1c(SCC(=O)N2CCCC2)nc2c([nH]c3ccccc32)c1=O	-11	18	4	13	2	-5	-9	25	24	-10	-9
CCN(CC)C(=O)c1[nH]cnc1C(=O)NCCCCCNC(=O)OC(C)(C)C	/	12	-28	0	2	-11	5	1	-1	-10	-23
Cc1cc(C(=O)COc2ccccc2[N+](=O)[O-])c(C)n1C1CC1	-8	-198	13	-31	-2	-15	4	-24	-155	0	-33
CC(C)CSc1nnc2[nH]c(=O)cc(N)n12	/	13	12	6	2	/	1	7	4	18	27
Cc1ccccc1Nc1ccc([N+](=O)[O-])cn1	-4	-23	6	-12	/	-20	-3	-16	-38	5	-2
O=C(O)/C=C/c1cn(Cc2ccccc2)nc1-c1ccccc1	-1	6	2	-2	1	/	-1	10	9	0	-28
O=C(CSc1nnc(COc2ccccc2)n1-c1ccccc1)c1cccs1	-49	5	4	-4	-2	/	-2	-5	-2	-1	4
O=C(Nc1ccc(Br)cn1)c1ccc2ccccc2c1	2	-234	0	-106	1	-5	1	-31	-264	4	-91
CN(C)/C=C/C(=O)c1ccc(Cl)c([N+](=O)[O-])c1	2	-15	28	1	2	-3	-3	4	-10	4	2
O=C(O)/C(=C\c1ccc(-c2ccccc2[N+](=O)[O-])o1)c1ccccc1	5	-1	-8	-6	-2	-2	-10	3	-26	-10	-47
c1ccc2c(c1)OCC(c1nnc3n1-c1ccccc1SC3)O2 (configuration not stated)	-5	3	-6	0	3	/	4	5	4	-1	-11
COC(=O)C1=C(C)N(CC(C)C)C(=O)C1	1	8	-2	5	4	-5	4	-11	15	10	-27
O=C(N1CCOCC1)N1CCOCC1	-9	7	6	-21	1	-6	6	-3	7	-1	-10
Cn1cc(Cl)c(C(=O)Nc2cnn(Cc3ccc(F)cc3)c2)n1	9	-6	1	8	-4	-5	-5	-15	-10	-2	-15
O=[N+]([O-])c1cc(-c2nnc(Nc3ccc(O)cc3)c3ccccc23)ccc1N1CCOCC1	-12	52*	13	49	3	-3	8	5	3	7	8
CCOC(=O)COc1ccccc1-c1ccno1	-6	-6	-6	-24	1	-6	11	10	16	2	-9
CCn1c(NCc2cc(Br)ccc2NS(=O)(=O)c2ccc(C)cc2)nc2ccccc21	-6	39	8	4	4	/	-3	13	3	-6	-31
CCC(C(=O)N1CCN(S(=O)(=O)c2ccc(F)cc2)CC1)c1ccccc1 (configuration not stated)	1	16	28	-6	-2	-4	18	3	4	-14	10
O=C(Nc1ccccc1C(=O)N/N=C/c1ccco1)c1ccc(F)cc1	3	-22	-12	4	0	-6	1	-2	-26	4	12
COCC(=O)/C=C1\Sc2ccccc2N1C	-3	-37	-3	-27	-2	-9	8	-11	-35	22	-11
CCN(CC(=O)Nc1ccc(OC)cc1)C(=O)c1cc([N+](=O)[O-])ccc1N1CCOCC1	-3	6	-17	-11	-1	-6	-11	1	12	4	-13
COc1ccc(-c2cc(C3CCN(Cc4cccc(C(F)(F)F)c4)CC3)[nH]n2)cc1	-15	31	-3	20	-3	-3	-8	31	26	-6	12
O=C(NCC1CCCO1)C(=O)N/N=C/c1c(F)cccc1Cl (configuration not stated)	-7	-2	-2	17	2	-3	-6	-6	4	-9	-4
Cc1cc(C)nc(N2CCCC(C(=O)NCCc3cccc(F)c3)C2)n1 (configuration not stated)	16	7	-4	-14	-1	-7	-4	-15	-13	-1	1
CCCn1c(=N)c(C(=O)NCc2ccc3c(c2)OCO3)cc2c(=O)n3cccc(C)c3nc21	93*	-6	-4	46	4	-6	-6	-17	33	1	-23
CC(=O)c1ccc(-n2c(CCC(=O)O)ccc2-c2cccs2)cc1	3	-158	6	-88	-1	-9	-3	3	-87	9	-25
CCOC(=O)CNC(=O)N1c2ccccc2Sc2ccccc21	1	16	-6	/	3	-4	-2	-2	18	9	-4
O=C(NCc1nc(-c2ccc(C(F)(F)F)cc2)no1)Nc1cc(Cl)cc(Cl)c1	-11	52*	55*	57	-2	-4	-30	6	-17	-7	0
CC(C)(C)NC(=O)CN(Cc1cccnc1)C(=O)c1csnn1	6	9	-10	10	-2	-5	4	2	5	-3	-15
OC(CNc1nc2ccccc2s1)c1ccccc1 (configuration not stated)	-4	-111	-10	-30	1	-6	8	-22	-107	-5	-39
Cc1cc(=O)[nH]c(NN=C2C3CC4CC(C3)CC2C4)n1	1	18	6	-37	2	-6	1	-2	11	2	-12
COc1ccc(CC2(CO)CCN(Cc3cc4ccccc4o3)CC2)cc1	-9	17	-12	-6	-7	3	-16	6	15	-1	-12
CC(C)CN1CCNC(=O)C1CC(=O)NCCc1cnn(-c2ccccc2)c1 (configuration not stated)	10	13	8	-8	3	-1	3	7	12	2	4
Cc1cc(Nc2nc3ccccc3nc2Cl)n(-c2ccccc2)n1	2	-59	22	2	2	-8	-10	-31	-99	1	-120

# The list continues.
Compound	Vif imaging	Peg3 promoter	CF NFkB inh	Shn3 3UTR inh	NR2E3 ag-1	CaV13 FRET inh	KKLEB cytotox	TRPM1 prom inh	HIF-2a inh	PDI inh	NR2E3 ag-2
Cc1ccc(-n2c(C)cc(C(=O)NS(=O)(=O)c3ccc(C)cc3)c2C)cc1	1	9	-8	-10	6	-6	2	-8	-5	-8	14
c1ccc(COc2ncnc3c2ncn3CCCNCc2ccccn2)cc1	1	-23	-12	-7	/	-7	6	-9	-9	-6	-7
CCc1nc2ccc(C(=O)NCCOc3ccc(OC)cc3)cn2c1N(CC)Cc1cccc(Br)c1	-23	14	7	3	/	-6	-18	/	8	-2	-32
COc1ccc(-c2[nH]n(-c3ccc([N+](=O)[O-])cc3)c(=O)c2C=NCc2ccc(F)cc2)cc1	9	12	36	23	-1	-3	-32	-6	0	-9	0
c1csc(-c2nnc(N3CCOCC3)c3ccccc23)c1	2	-11	0	-3	2	-8	1	-15	19	-6	0
COc1ccc(OCC(=O)Nc2nc3c(s2)CCCC3)cc1	-5	-149	-2	2	1	-12	-6	-14	-186	-4	-33
COc1ccc(C(=O)NNC(=O)c2ccccc2[N+](=O)[O-])cc1	-8	-56	-10	-24	3	-4	3	-22	-76	-1	-49
O=C(c1cccc(C(F)(F)F)c1)C1CCCN(C(=O)CCn2cnnn2)C1 (configuration not stated)	14	15	5	-5	2	-14	-24	-2	8	1	3

# At a glance, 2 of the compounds above.
Compound	Vif imaging	Peg3 promoter	CF NFkB inh	Shn3 3UTR inh	NR2E3 ag-1	CaV13 FRET inh	KKLEB cytotox	TRPM1 prom inh	HIF-2a inh	PDI inh	NR2E3 ag-2
COc1ccc(C(=O)NNC(=O)c2ccccc2[N+](=O)[O-])cc1	-8	-56	-10	-24	3	-4	3	-22	-76	-1	-49
O=C(c1cccc(C(F)(F)F)c1)C1CCCN(C(=O)CCn2cnnn2)C1 (configuration not stated)	14	15	5	-5	2	-14	-24	-2	8	1	3

# Other records
Compound	Vif imaging	Peg3 promoter	CF NFkB inh	Shn3 3UTR inh	NR2E3 ag-1	CaV13 FRET inh	KKLEB cytotox	TRPM1 prom inh	HIF-2a inh	PDI inh	NR2E3 ag-2
COC(=O)C1=C(C)N(CCCC(=O)O)C(=O)NC1c1cccc2ccccc12 (configuration not stated)	-5	-14	5	-4	1	-11	-4	-10	-12	-2	-28
CCCNC(=O)COC(=O)c1cc2c(=O)n3ccccc3nc2s1	9	-43	-10	-16	0	-19	8	-20	-60	5	-2
OC(c1cccc(Cl)c1)c1nc(-c2csc3ccccc23)cs1 (configuration not stated)	0	-7	12	6	/	-5	5	/	-24	11	26
O=C(COC(=O)C1=Cc2ccccc2OC1)NCc1ccco1	1	8	10	-9	2	-7	6	0	5	9	-6
